CD40 NFkB inh: inhibitors of CD40-induced NF-kB signaling, primary screen, BL2 cells, luciferase reporter, single point; CD40L-induced, 4 h; inhibition, % at 10 µM; 0.94% of 83,000 active; AID 1053188, 2014;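 active = mean inhibition of at least 50% with a set share of replicates also reaching that level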;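 note: 0% = neutral control wells and 100% = IKK inhibitor VII at 50 µM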
An asterisk follows results filed as active; & = joins results of further samples; [ ] = remark or other dose. This is a subset; the hit share may differ from the screen's.

SMILES | CD40 NFkB inh
CC12CCC(=O)N1C(C(=O)Nc1nc(-c3ccc(F)cc3)cs1)CS2 (stereo not given) | -7
O=S(=O)(c1cccc2cccnc12)N1CCc2ccccc21 | 4
CSc1nsc(SC)c1C(N)=O | 78*
N#C/C(=C\c1ccc(O)c(O)c1)C(=O)NCCCc1ccccc1 | 1
C[C@H]1CN([C@@H](C)CO)S(=O)(=O)c2ccc(-c3ccccc3)cc2O[C@H]1CN(C)C(=O)CC1CC1 | 13[25 µM]
C[C@H]1CN([C@@H](C)CO)C(=O)CCCn2nncc2CO[C@@H]1CN(C)C(=O)C1CCCCC1 | 7[25 µM]
C/C=C/c1ccc(OCC(=O)OCC(=O)Nc2c(C)nn(-c3ccccc3)c2C)c(OC)c1 | -2
Cc1cc(C(=O)NCCCc2ccccc2)no1 | 13
O=C(CCC(=O)NNC(=O)Nc1ccc(Cl)cc1)NCc1ccccc1 | 7
O=C(Nc1ccc(-n2cnnn2)cc1)c1cn2ccccc2n1 | -55
N#CCC(=O)Nc1ccc(C(=O)OCC(=O)C23CC4CC(CC(C4)C2)C3)cc1 | 8
O=C1CC2C(CCC23OCCO3)c2ccc3ccccc3c21 (stereo not given) | -74
CCCCC1CC(=O)NC1(C(=O)OCC)C(=O)OCC (stereo not given) | 2
COc1ccccc1CNc1nc(NCc2cccc(OC)c2OC)c2sccc2n1 | 7
O=C(NCc1nc2ccccc2[nH]1)C1CCCCC1 | -1
C[C@@H]1CCCCO[C@H](CN(C)C(=O)Nc2ccc(C(F)(F)F)cc2)[C@@H](C)CN([C@H](C)CO)C(=O)c2cc(NS(=O)(=O)c3cn(C)cn3)ccc2O1 | -5[25 µM]
CC(=C/c1ccccc1)/C=N/n1cnnc1 | 3
CCOCCCNC(=S)N1CCN(Cc2ccc3c(c2)OCO3)CC1 | -2
C[C@@H](NC(=O)C[C@H]1CC[C@H]2[C@@H](COC[C@@H](O)CN2C(=O)Nc2cccc(Cl)c2)O1)c1ccccc1 | -12[25 µM]
CCNC(=O)[C@@H]1[C@@H](CO)[C@@H]2Cn3c(ccc(-c4cccc(F)c4)c3=O)[C@H]1N2C(=O)c1ccccn1 | -9[25 µM]
CNc1cncc(C(=O)O)c1 | 6
CC(=O)c1ccc(NC(=O)CSc2nnc(C3CC3)n2C2CC2)cc1 | -2
Cc1ccc(NC(=O)CSc2nnc(COc3ccccc3F)n2N)cc1S(=O)(=O)N1CCOCC1 | 7
CCCCN(C(=O)c1cc2c(s1)CCC2)c1c(N)n(CCCC)c(=O)[nH]c1=O | 5
COc1cccc(CC(=O)OC(C)C(=O)NCc2ccc3c(c2)OCO3)c1 (stereo not given) | 3

Continued:
SMILES | CD40 NFkB inh
c1coc(-c2nnc3n2N=C(c2ccc4ccccc4c2)CS3)c1 | 8
CCOC(=O)c1c[nH]c2c(Cl)ccc(Cl)c2c1=O | 5
CC(C)C[C@H](NC(=O)C1CC(=O)N(c2ccc3c(c2)OCCO3)C1)C(=O)N1CCCCC1 (stereo not given in full) | 10
CCCCN(C)C(=O)C(Cc1ccccc1)NS(=O)(=O)c1ccc2c(c1)CCC(=O)N2 (stereo not given) | 10
Nn1c(SCc2ccccc2)nc2c(cnn2-c2ccccc2)c1=O | -68
CC1(C)Oc2ccc(C(=O)NN)cc2NC1=O | 3
O=C(CC1CC1)N1CC2(C1)[C@@H](c1ccccc1)[C@@H](CO)N2C(=O)c1ccccn1 | -1[25 µM]
CCCN(CCC)c1cc(Cl)nc(N)n1 | 8
Cc1ccc(C(=O)N2CCN(C(=O)CN3CCOCC3)C2)cc1 | 9
O=C1Nc2ccccc2C(=O)N2CCCCC12 (stereo not given) | 12
O=C(NCC[C@H]1CC[C@H](NC(=O)C2CCOCC2)[C@H](CO)O1)c1cc(Cl)cc(Cl)c1 | -2[25 µM]
C[C@@H]1CN([C@H](C)CO)C(=O)c2ccccc2-c2ccccc2CO[C@H]1CN(C)C(=O)[C@H]1CCCN1C | -6[25 µM]
COc1ccc(CN2C[C@H](O)COC[C@@H]3O[C@@H](CC(=O)N(C)C)CC[C@H]32)cc1 | -1[25 µM]
CCCOCC(O)CC(Cc1ccccc1)C(=O)NN (stereo not given) | 24
Nc1ccc2nn(-c3cccc4ccccc34)nc2c1 | -19
CCS(=O)(=O)N(C)C[C@@H]1N[C@H](CO)[C@@H]1c1ccc(C2=CCCCC2)cc1 | -9[25 µM]
CCCNC(=O)N1[C@H](CO)[C@H](c2ccccc2-c2ccccc2F)[C@@H]1C#N | 16[25 µM]
Cn1nc(-c2ccccn2)nc2c(=O)n(C)c(=O)nc1-2 | 101*
O=C(CN1C(=O)CSc2ccccc21)NC1CCCC1 | 2
Cc1ccc(S(=O)(=O)/N=C(/Nc2c(C)cccc2C)c2ccccc2)cc1 | 28
O=C1N(c2ccccc2)C[C@@H]2C[C@@H](c3cccc4c3OCO4)N3CCC[C@@]123 | 11
Cc1nc(N2CCN(Cc3ccc4c(c3)OCO4)CC2)c2cc(-c3ccccc3)sc2n1 | -5
CCC(=O)N1CCCCN2[C@H](C1)[C@@H](c1ccc(C#Cc3ccccc3)cc1)[C@@H]2CO | 12[25 µM]
CCN1CCN(CCOCCOc2ccccc2-c2ccccc2)CC1 | -4
O=S(Cc1ccc(Cl)cc1)CC(O)COCc1ccc(Cl)cc1 (stereo not given) | 8

Looked up by compound from the entries so far, 4 records:
SMILES | CD40 NFkB inh
CCCN(CCC)c1cc(Cl)nc(N)n1 | 8
Cc1nc(N2CCN(Cc3ccc4c(c3)OCO4)CC2)c2cc(-c3ccccc3)sc2n1 | -5
CCCCN(C)C(=O)C(Cc1ccccc1)NS(=O)(=O)c1ccc2c(c1)CCC(=O)N2 (stereo not given) | 10
CCN1CCN(CCOCCOc2ccccc2-c2ccccc2)CC1 | -4

Next section
SMILES | CD40 NFkB inh
O=S(=O)(NCCc1ccccn1)c1cccs1 | 10
N#C[C@@H]1[C@H](c2ccccc2C2=CCCC2)[C@@H](CO)N1C(=O)CN1CCOCC1 | -5[25 µM]
CC(=O)OCC=C1CCC2C3CC(C)C4=CC(=O)CCC4(C)C3C(O)CC12C (stereo not given) | 16
Cc1ccc(S(=O)(=O)N2CCC(C)CC2)cc1[N+](=O)[O-] | 8
COc1cccc(-c2nn(C)c3sc(C(=O)NCCCN(C)Cc4ccccc4)cc23)c1 | 40
COCC(=O)N1[C@@H](C#N)[C@H](c2ccc(-c3cccc(F)c3)cc2)[C@@H]1CO | -11[25 µM]
COc1ccc(C)cc1NC(=O)CN1CCN(C/C=C/c2ccccc2)CC1 | 15
COc1ccccc1CCn1c(N)c(C#N)c2nc3ccccc3nc21 | 13
COc1ccc2c3c(n(C)c2c1)[C@H](CO)NCC31CN(S(=O)(=O)c2ccc(C)cc2)C1 | -10[25 µM]
O=C(NC1CC1)c1cc(-c2ccco2)nc2ccccc12 | -9
Cc1cccc(S(=O)(=O)N(C)C[C@@H]2OCc3ccccc3-c3ccccc3C(=O)N([C@@H](C)CO)C[C@H]2C)c1 | 0
CCC(=O)c1ccc2c(c1)OCCO2 | 0
CCN(c1ccccc1)S(=O)(=O)c1ccc(C(=O)Nc2c(C)n(C)n(-c3ccccc3)c2=O)cc1 | -4
O=C(NCCc1ccccc1)c1cccc(N2CCCC2=O)c1 | 71*
CN1C(=O)/C(=N\OC(=O)c2cccc3ccccc23)c2ccccc21 | 99*
Fc1ccc(-n2cc(CNCCc3ccccn3)c(-c3ccccc3Cl)n2)cc1 | 5
O=C(CC1CC1)N1CC(=O)N2[C@H](C1)[C@@H](c1ccc(/C=C/c3ccccc3)cc1)[C@@H]2CO | 22[25 µM]
CC(NC(=O)COC(=O)CN1C(=O)NC2(CCCC2)C1=O)c1ccc(F)cc1 (stereo not given) | 5
CC(C)N(Cc1nc(-c2ccccc2)no1)C(=O)c1ccc([N+](=O)[O-])cc1 | -4
COc1ccc(NC(=O)CN2CCN(C(C)=O)CC2)cc1S(=O)(=O)N1CCOCC1 | 7
O=C1NCCN1CCNS(=O)(=O)c1ccc(F)c(Cl)c1 | 9
Cc1cnn(C(=O)c2cc(-c3ccccc3)nc3ccccc23)c1 | -6
Cc1ccc(-c2nnc(NC(=O)c3ccco3)o2)c(C)c1 | 9
C[C@H](NC(=O)C[C@H]1CC[C@H]2[C@H](COc3ccc(NS(=O)(=O)c4ccc(Cl)cc4)cc3C(=O)N2C)O1)c1ccccc1 | 17[25 µM]
COC(=O)c1cnn2c1C(=O)N(Cc1cccs1)CC2 | 11

Next entries follow.
SMILES | CD40 NFkB inh
COc1cc(SC)ccc1C(=O)N(C)CC(=O)Nc1cccc2ccccc12 | 5
O=C(NC[C@@H]1[C@H](c2ccccc2)[C@@H](CO)N1C(=O)C1CCC1)NC1CCCC1 | -4[25 µM]
O=C(C[C@H]1C[C@H]2c3cc(NC(=O)Nc4ccccc4F)ccc3O[C@H]2[C@H](CO)O1)NC1CCCC1 | -11
CC(C)N(Cc1nc(-c2ccccc2)no1)C(=O)CN(C)S(=O)(=O)c1ccc(Br)cc1 | 9
O=C(NCc1ccccc1)C1CCC(=O)N(CCCN2CCCC2=O)C1 (stereo not given) | 16
Cc1ccccc1CN1C[C@@H]2C[C@@H](c3cn(C)nc3-c3ccccc3)N3CCC[C@@]23C1=O | -5
O=C(Cc1c[nH]c2ccccc12)N1CCN(S(=O)(=O)c2ccc(F)cc2)CC1 | -2
Cc1ccc(C(=O)N2CCCCC2)cc1S(=O)(=O)N1CCOCC1 | 10
CC(C)(C)NC(=O)C(c1ccccn1)N(C(=O)C1CSC(=O)C1)c1ccccc1F (stereo not given) | 10
Cc1csc(=O)n1CCC(=O)OC(C)C(=O)NCc1ccccc1 (stereo not given) | -1
Cc1ccc(C)c(OCCCC(=O)O)c1 | 9
C[C@@H](O)C#Cc1cnc2c(c1)C(=O)N([C@@H](C)CO)C[C@H](C)[C@@H](CN(C)Cc1cccc(C(=O)O)c1)O2 | 1[25 µM]
COc1c2c(nc3occc13)C(CC=C(C)C)(OC)C(O)CC2 (stereo not given) | -5
Cc1cccc(C)c1N1CCN(C(=O)Cn2cncn2)CC1 | 10
Brc1cc2c(cc1C1OCCCO1)OCO2 | 3
Cc1ccccc1N(CC(=O)O)S(C)(=O)=O | 6
CCN(CC(=O)NCc1cccs1)C(=O)c1ccc(S(=O)(=O)N(C)C)cc1 | 0
COc1cc(OC)cc(-c2nc(-c3cccs3)no2)c1 | -58
O=C(Nc1cccc2ccccc12)N1CCN(Cc2ccccc2)CC1 | -6
C[C@@H]1CN([C@@H](C)CO)C(=O)CCCn2nncc2CO[C@@H]1CN(C)C(=O)Nc1ccc(N2CCN(C)CC2)cc1 | -9
CC1CCC(C(C)C)C(OCC(O)CNC(C)(C)C)C1 (stereo not given) | 18
COc1ccc2c3c([nH]c2c1)[C@@H](CO)N(C(=O)c1cccnc1)CC31CN(Cc2ccccc2)C1 | -11[25 µM]
COc1ccc2c(CC(=O)OCC(=O)Nc3ccc4c(c3)OCO4)coc2c1 | 1
COc1ccc2c(c1OC)C(=O)N(c1nccs1)C2 | -62
CC(=O)Nc1c(C(=O)C2CC2)oc2ccccc12 | -2

Compounds shown so far that have a thiophene ring, fused or not, in the order listed:
SMILES | CD40 NFkB inh
COc1ccccc1CNc1nc(NCc2cccc(OC)c2OC)c2sccc2n1 | 7
CCCCN(C(=O)c1cc2c(s1)CCC2)c1c(N)n(CCCC)c(=O)[nH]c1=O | 5
Cc1nc(N2CCN(Cc3ccc4c(c3)OCO4)CC2)c2cc(-c3ccccc3)sc2n1 | -5
O=S(=O)(NCCc1ccccn1)c1cccs1 | 10
COc1cccc(-c2nn(C)c3sc(C(=O)NCCCN(C)Cc4ccccc4)cc23)c1 | 40
COC(=O)c1cnn2c1C(=O)N(Cc1cccs1)CC2 | 11
CCN(CC(=O)NCc1cccs1)C(=O)c1ccc(S(=O)(=O)N(C)C)cc1 | 0
COc1cc(OC)cc(-c2nc(-c3cccs3)no2)c1 | -58

Quoted from the listing.
O=C(NCc1ccccc1)C1CCC(=O)N(CCCN2CCCC2=O)C1 (stereo not given) | CD40 NFkB inh: 16
COc1cc(OC)cc(-c2nc(-c3cccs3)no2)c1 | CD40 NFkB inh: -58
CC(C)(C)NC(=O)C(c1ccccn1)N(C(=O)C1CSC(=O)C1)c1ccccc1F (stereo not given) | CD40 NFkB inh: 10
COc1ccc2c(c1OC)C(=O)N(c1nccs1)C2 | CD40 NFkB inh: -62

New compounds follow:
SMILES | CD40 NFkB inh
CNC(=O)C1CC(=O)N(Cc2ccc3c(c2)OCO3)C(=Nc2ccc(F)cc2)S1 (stereo not given) | 4
CO[C@H]1CN(C)C(=O)c2ccc(NC(=O)Nc3ccccc3F)cc2OC[C@@H](C)N(CC2CC2)C[C@H]1C | -1[25 µM]
Cc1ccccc1-c1ccc(C2[C@H]3CNC[C@@H]2N3C(=O)Nc2ccc(Cl)cc2)cc1 (stereo not given in full) | -2&-4
O=C(N/N=C/c1ccccc1F)c1ccc(COc2ccccc2Cl)o1 | 1
Cc1cccc(C)c1NC(=O)CNC(=O)Cc1ccc(Br)cc1 | 2
COc1ccc(CN2C(=O)CCCc3ccccc32)cc1 | 6
Cc1sc2nc(C)n(/N=C/c3ccccc3)c(=O)c2c1C | 2
CC(=O)c1cccc(NC(=O)C(C)OC(=O)CCC2CCCCC2)c1 (stereo not given) | 4
CC(C)(C)SCCNC(=O)CN(c1ccc(F)cc1)S(C)(=O)=O | 3
CO[C@@H]1CN(C)C(=O)c2cc(NC(=O)c3ccccc3F)ccc2OC[C@H](C)N(CC2CCOCC2)C[C@H]1C | -1[25 µM]
C[C@H]1CN([C@@H](C)CO)C(=O)c2c(c3ccccc3n2C)-c2ccccc2CO[C@H]1CN(C)C(=O)Nc1ccccc1C(F)(F)F | 59*[25 µM]
CC1(C(=O)NS(=O)(=O)c2ccc(F)cc2F)CCN1C(=O)CC1CCCCC1 (stereo not given) | 5
O=S(=O)(c1ccccc1F)N1CCN(C(=S)NCc2ccccc2)CC1 | -8
CN(C)CC(=O)N1CC(=O)N2[C@H](C1)[C@@H](c1ccc(C#Cc3cccnc3)cc1)[C@@H]2CO | -15[25 µM]
COc1ccc(-c2ccc([C@H]3[C@H]4CN(C(=O)Cc5ccccn5)CC(=O)N4[C@H]3CO)cc2)cc1 | 0[25 µM]
C[C@H]1CN([C@@H](C)CO)C(=O)c2cc(NS(=O)(=O)c3ccccc3)ccc2O[C@H]1CN(C)C(=O)Nc1cccc2ccccc12 | 2
COc1ccc(-c2cc(-c3nnc(COC(=O)C4CC4)o3)c3ccccc3n2)cc1OC | -14

Screening data: PubChem BioAssay, Broad Institute
